Screening results (PubChem BioAssay)
FBPA Giardia inh: Giardia lamblia aldolase inhibition; A8B2U2; purified Giardia FBPA; Potency, µM (doses to about 59.6 µM), inactives show at the highest dose activity, negative = inhibition, most hits filed as inhibitors; hit rate 0.71% among 290,000; AID 2451; further: potency means the concentration at half of the fitted maximal effect; on the % scale 0 is the no-effect control and ±100 the full control effect; nearly all actives have a fitted effect of over 55% in size
Target sequence (A8B2U2 whole entry, looked up): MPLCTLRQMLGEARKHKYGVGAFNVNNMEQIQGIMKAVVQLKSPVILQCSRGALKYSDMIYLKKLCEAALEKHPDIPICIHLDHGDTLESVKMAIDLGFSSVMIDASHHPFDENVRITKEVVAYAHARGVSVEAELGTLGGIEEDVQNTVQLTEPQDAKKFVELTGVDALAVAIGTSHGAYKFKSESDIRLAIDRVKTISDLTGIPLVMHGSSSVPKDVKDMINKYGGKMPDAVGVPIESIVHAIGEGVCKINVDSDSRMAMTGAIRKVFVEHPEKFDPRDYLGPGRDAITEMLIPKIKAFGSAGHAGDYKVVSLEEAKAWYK
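40 nM FBPA preincubated 10 min at RT with compound (up to 57.5 uM final), then substrate plus GAPDH/TPI/NAD/arsenate coupling and diaphorase/resazurin added. Fluorescence read after 20 min at RT, 525/598 nm.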
Pf growth 96h: inhibits malaria parasite growth, 96 h | P. falciparum luciferase reporter growth, 96 h | Potency, µM (highest dose often 28.7 µM), for the others: at the top dose activity change, negative = inhibition, most hits filed as inhibitors | hit rate 6.9% among 320,000 | AID 504834; further: potency means the concentration at half of the fitted maximal effect; on the % scale 0 is the no-effect control and ±100 the full control effect
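Luminescence readout: decreased luciferase signal marks inhibited growth of reporter-expressing P. falciparum in infected red cells (2% hematocrit, 0.05% parasitemia final), exposed to compound two generations (96 h, 37 C, 5% CO2).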
HCV inh: blocks hepatitis C virus. Huh7.5.1 HCVcc-Cre infection, luciferase reporter, 44 h. Potency, µM (series often up to 41.8 µM), inactives show at the top dose activity change, negative = inhibition, usual class: inhibitors. hit rate 3.4% among 340,000. AID 651820; further: potency means the concentration at half of the fitted maximal effect; on the % scale 0 is the no-effect control and ±100 the full control effect
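Luciferase read-out (15 sec integration) after a 15 min room-temperature substrate step quantifies HCVcc-Cre infection. Cells, 1,000 per well, had compound added 4 h post-plating, then virus at ~0.5 moi, and were cultured 44 h.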
CHX counter: counter-screen hit for Shiga toxin inhibitors, cycloheximide; max response, %; hit rate 12% among 300,000; cell reporter, cycloheximide protein synthesis inhibition counterscreen; in the data active means max response mostly above about 13%, no sharp cut-off; inactive means mostly below about 14%; further: read at 38.3 µM for the half of the compounds with a filed dose; 0% is about no effect
Shiga inhibitor: Shiga toxin inhibition | Vero cells, Shiga toxin protein synthesis inhibition reporter | inhibition, % at 38.7 µM | hit rate 9.2% among 290,000 | AID 2315; in the data active means inhibition mostly above about 28%, no sharp cut-off; inactive means mostly below about 43%; further: 0% is about no effect
Pf growth 48h: inhibits P. falciparum growth in the first generation, 48 h; P. falciparum luciferase growth in erythrocytes, 48 h; Potency, µM (titrated, usually from 28.7 µM), for the others: top-dose activity change, negative = inhibition, usual class: inhibitors; hit rate 5.9% among 310,000; AID 504832; further: potency means the concentration at half of the fitted maximal effect; on the % scale 0 is the no-effect control and ±100 the full control effect
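Here the parasites carry a stable luciferase gene and grow inside erythrocytes in Albumax-based RPMI medium with compound for one erythrocytic cycle. Activity is scored as loss of luminescent signal.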
* hit, by the source's call; ? = inconclusive; · = not tested or not shown; [ ] = another dose, or the depositor's remark. Unless noted, the call rests on the fitted dose curve; in most records, active means well fitted curve in the direction sought with a large enough effect; inconclusive means small, poorly fitted or top-dose-only effect, or another doubt; inactive means no such curve, though single readings can be large; an effect the other way counts as inactive or inconclusive.

| mol | FBPA Giardia inh | Pf growth 96h | HCV inh | CHX counter | Shiga inhibitor | Pf growth 48h |
| --- | --- | --- | --- | --- | --- | --- |
| CC(=O)C1=C(O)C(=O)N(Cc2cccnc2)C1c1ccccc1Cl (configuration not stated) | 10.7% | 25.6% | 14.6% | -2.5 | 54.4 | 4.4% |
| Cc1ccc(C)c(C(=O)CSc2n[nH]c(-c3ccncc3)n2)c1 | 3.7% | 8.1% | -8.8% | -2.5 | -26.2 | 20.7% |
| CC(=O)c1sc(NC(=O)c2ccc(COc3ccccc3Cl)o2)nc1C | -6.2% | -5.0% | 18.0% | -1.2 | -4.0 | -4.9% |
| O=C(CC1C(=O)NCCN1C(=O)Nc1ccc(C(F)(F)F)cc1)Nc1ccc(F)cc1 (configuration not stated) | -2.2% | ? | -9.3% | 9.8 | 20.3 | ? |
| CC(C)c1cc(-c2cc(-c3ccc(Cl)cc3)on2)nc(NCC2CC2)n1 | 2.5% | 18.0% | 0.2% | -3.7 | -4.4 | -4.6% |
| O=C(NCc1nnc(SCc2ccc(F)cc2)n1-c1ccccc1)C12CC3CC(CC(C3)C1)C2 | -2.6% | ? | -26.8% | -8.6 | -7.2 | 9.28µM* |
| CCOC(=O)N1CCN(S(=O)(=O)c2cccc3ccc(C)nc23)CC1 | 3.6% | 0.0% | -13.8% | 0.3 | -13.7 | -10.6% |
| COc1cccc(NCc2nnc(SCC(=O)N(C)C3CCS(=O)(=O)C3)n2C2CCCCC2)c1 (configuration not stated) | · | ? | -0.2% | -2.9 | 7.8 | 3.0% |
| Cc1cccc(N(Cc2ccccc2)C(=O)CN2C(=O)NC3(CCCCC3C)C2=O)c1 (configuration not stated) | · | 11.7µM* | 8.7% | · | · | ? |
| COc1ccc2c(c1)CC1(CN2C)C(=O)NC(=O)N(c2ccc(C)cc2)C1=O (configuration not stated) | ? | · | 5.5% | 2.5 | -4.6 | -16.6% |
| CSCCC(NC(=O)c1ccccc1Cl)C(=O)N1CC(C)OC(C)C1 (configuration not stated) | · | -22.4% | 9.5% | · | · | ? |
| CN1CCN(C(=O)c2cccn(Cc3cccc(Cl)c3)c2=O)CC1 | 1.1% | -1.9% | 11.2% | 4.5 | -3.0 | -4.9% |
| C/C(Cc1nnn(-c2cc(C)on2)n1)=N\O | 0.2% | 68.9%[activator] | 15.3% | -1.2 | 10.0 | 64.4%[activator] |
| CCOc1cc(N2CCOCC2)c(OCC)cc1NC(=O)COC(=O)CCOc1ccc(C(C)(C)C)cc1 | · | 1.1% | 12.1% | · | · | -8.9% |
| CN(Cc1ccccc1)C(=O)c1ccc(NC(=O)c2ccccc2)cc1 | · | -4.8% | · | -2.7 | -34.2 | ? |
| O=C(O)CCCC(=O)Nc1cccc(-c2nc3ccccc3[nH]2)c1 | -11.5% | -17.9% | 18.4% | -3.4 | -13.6 | -4.3% |
| O=C1CSC(c2ccncc2)N1Cc1ccccc1 (configuration not stated) | 5.1% | -15.2% | -2.3% | 1.3 | -2.2 | 115.9%[activator] |
| CC(=O)N1CCN(S(=O)(=O)c2ccc(Cl)cc2F)CC1 | 1.0% | ? | -3.5% | 18.5 | -15.0 | ? |
| COc1cc(/C=N/NC(=O)c2cc[n+]([O-])cc2)cc(OC)c1OC | -4.4% | 229.9%[activator] | 13.4% | 1.5 | -23.5 | ? |
| Cc1oc(=O)c(NC(=O)c2ccccc2)cc1C(C)O (configuration not stated) | -0.2% | 67.1%[activator] | -0.8% | 14.0 | 65.7 | 65.3%[activator] |
| O=c1c2c(-c3ccccc3)csc2ncn1/N=C/c1c2ccccc2cc2ccccc12 | -6.0% | · | -27.2% | 16.6 | -7.1 | ? |
| COc1ccc(CNC(=O)CCCOc2cc(=O)n(C)c3ccccc23)cc1 | -4.1% | 88.6%[activator] | 3.3% | -0.6 | -7.9 | · |
| O=C(Nc1ccc(Br)cc1)C1C2C=CC3(O2)C1C(=O)N(CCN1CCCCC1)C3C(=O)NC1CCCCC1 (configuration not stated) | -7.0% | ? | ? | -7.2 | -7.9 | ? |
| COc1ccc(C(=O)COC(=O)c2ccc(NC(=O)c3ccccc3)cc2)cc1 | 5.6% | 11.0% | 10µM* | 1.1 | 3.1 | 20.6% |
| Cc1ccc(N(C)C(=O)N2CCN(S(=O)(=O)c3ccc4ccccc4c3)CC2)cc1 | 0.7% | ? | -4.4% | -8.7 | -6.9 | · |
| CCN(CC)c1ccc(C(=O)NNC(=O)C2CSC3(C)CCC(=O)N23)cc1 (configuration not stated) | · | ? | 1.0% | · | · | ? |
| COc1ccc(C)c2sc(NC(=O)CCS(=O)(=O)c3ccccc3)nc12 | 3.2% | 5.22µM* | ? | 2.1 | 11.8 | -20.6% |
| CCC(=O)Nc1cccc(-c2nnc(SCC(=O)c3ccccc3)n2C)c1 | -10.1% | -23.4% | 2.2% | 36.1* | 81.0* | 94.6%[activator] |
| CCOc1ccc(C(C)=O)cc1Cn1ccsc1=N | -15.4% | 22.8% | -17.6% | -4.3 | -3.1 | 8.4%[0.00184 µM] |
| O=C(O)CC1(CC(=O)Nc2ccc3c(c2)C(=O)OC3)CCCCC1 | 2.7% | ? | 17.4% | -1.9 | -2.7 | 35.8%[activator] |

More records:
| mol | FBPA Giardia inh | Pf growth 96h | HCV inh | CHX counter | Shiga inhibitor | Pf growth 48h |
| --- | --- | --- | --- | --- | --- | --- |
| O=C(O)/C=C/c1cccc(NC(=O)c2ccccc2)c1 | 12.4% | 54.2%[activator] | 44.9%[activator] | -0.5 | 42.4 | -7.3% |
| CSc1ccc(C2(O)Cc3cccc[n+]3C2c2ccccc2)cc1 (configuration not stated) | 0.6% | ? | -1.4% | -2.6 | -5.4 | ? |
| NC(=O)Cn1c(=O)n(CCCC(=O)NC2CCN(Cc3ccccc3)CC2)c(=O)c2ccccc21 | 0.0% | 3.5% | 8.0% | -4.1 | -8.5 | · |
| O=C(CSc1nnc(-c2ccccc2)n1Cc1ccco1)Nc1ccc(S(=O)(=O)N2CCCC2)cc1 | 9.4% | ? | 14.1µM* | -4.5 | 31.7 | ? |
| CCN(Cc1nc2ccccc2c(=O)[nH]1)C(=O)COc1ccccc1-c1ccccc1 | · | 9.28µM* | ? | · | · | 13.1µM* |
| CCS(=O)(=O)N1CCCC(C(=O)NC2CCCC2)C1 (configuration not stated) | 5.9% | 101.9%[activator] | 4.4% | -5.5 | 10.1 | -1.7% |
| CCNc1oc(-c2cccc3ccccc23)nc1C#N | 13.6% | -6.7% | ? | 27.5 | 58.3* | 46.1%[activator] |
| CCc1ccc(N2C(=O)CC(N3CCN(c4ccccn4)CC3)C2=O)cc1 (configuration not stated) | 8.3% | 5.7% | 15.3% | 4.9 | -3.7 | 1.7% |
| C=CCN=C1CC(C)(C)CC(=O)/C1=C(/O)CCC(=O)OC | 4.9% | ? | 9.2% | -0.8 | -2.7 | 1.2% |
| CCn1c(=O)c(-[n+]2ccccc2)c(O)c2ccccc21 | ? | ? | 0.1% | -2.4 | 12.6 | 8.2% |
| N#CC(C#N)=Cc1cc2ccccc2nc1N1CCOCC1 | -0.9% | 15.9% | 5.5% | -1.6 | -7.6 | 6.5% |
| O=S(=O)(c1ccc(NC(=S)N/N=C/c2cccc(Oc3ccccc3)c2)cc1)N1CCOCC1 | -0.8% | ? | -10.9% | 3.6 | 14.4 | ? |
| Cc1nnc(Oc2ccccc2)c2ccccc12 | 5.3% | -26.8% | ? | 23.5* | 46.6* | -3.2% |
| O=C(Nc1nccs1)C1C2/C=C\CCCCC21 (configuration not stated) | 1.7% | · | 13.2% | 0.4 | -1.5 | ? |
| CC(SC1=NCCN1S(C)(=O)=O)c1ccccc1 (configuration not stated) | · | 1.9% | 14.7% | -0.8 | 5.6 | 0.6% |
| O=[N+]([O-])c1ccc(N2CCCC2)cc1NC(c1ccccc1)c1ccccc1 | 2.8% | ? | ? | -1.6 | 21.4 | ? |
| C/C(=N\NC(=O)c1nnn(-c2nonc2N)c1CN1CCCCC1)c1ccccc1O | ? | 16.2% | -6.5% | -4.9 | 20.0 | ? |
| CCOc1ccc(N(CC(=O)NCCSCc2ccc(Cl)cc2)S(C)(=O)=O)cc1 | -3.9% | ? | -13.2% | 0.8 | -3.3 | 0.0% |
| COc1ccccc1N(CC(=O)Nc1ccc(S(=O)(=O)N2CCOCC2)cc1)S(C)(=O)=O | · | ? | 9.3% | -3.1 | -16.1 | ? |
| COc1ccc(C(=O)O)cc1Nc1cc(C)nc2ncnn12 | -4.7% | ? | 13.3% | -5.7 | -1.8 | · |
| Cc1cnc(SCc2cnc(C)nc2N)nc1 | 2.3% | 130.8%[activator] | -2.8% | -1.3 | 2.5 | 4.2% |
| CN(CC(=O)Nc1ccccc1Cl)C(=O)COC(=O)Cc1c(F)cccc1Cl | · | -1.4% | 9.2% | -2.3 | -13.2 | 28.7% |
| COc1cccc(OCc2cc(C(=O)N(C)C3CC(C)(C)NC(C)(C)C3)no2)c1 | · | 0.0% | -26.5% | -1.8 | 27.0 | ? |
| CCc1cccc(NS(=O)(=O)c2ccc3c(c2)n(C)c(=O)n3C)c1 | 4.2% | 4.65µM* | ? | -0.6 | 11.6 | -13.9% |
| COc1ccc(/C=C2\SC(=S)N(NC(=O)c3ccncc3)C2=O)cc1OC | -19.1% | ? | · | -3.3 | -4.3 | 11.4% |
| CCOc1cc(/C=N/NC(N)=O)cc(Br)c1OCC(=O)Nc1ccccc1C | 3.8% | 9.3%[5.75 µM] | ? | -5.4 | -16.1 | -3.6% |
| COc1cccc(CCNC(=O)CCc2nnc(-c3ccc4c(c3)OCO4)o2)c1 | · | -6.3% | -9.6% | 9.5 | 20.6 | 2.7% |
| CCc1cccc(C)c1NC(=O)CCOc1ccccc1 | 4.2% | -1.9% | 21.8% | -2.4 | -1.4 | -0.3% |
| COc1cc(C(C[N+](=O)[O-])c2c(-c3ccccc3)cc3ccccn23)cc(OC)c1OC (configuration not stated) | ? | 11.7µM* | 8.1% | 16.0 | 32.7 | · |
| COCc1ccc(CN2CCC(C(=O)Nc3cccc(-c4cccc(Cl)c4)c3)CC2)o1 | · | ? | 10µM* | -2.5 | -27.8 | 13.1µM* |
| CCC(C(=O)Nc1c2c(nn1C(C)(C)C)CS(=O)(=O)C2)c1ccccc1 (configuration not stated) | · | 30.9%[activator] | · | -6.2 | -34.3 | 8.9% |
| CCCCc1[nH]c(=O)c(C#N)c2c1CCCC2 | -0.2% | 0.9% | 7.2% | -1.2 | -2.8 | 11.7% |
| C=C(C)C1CC=C(C)/C(=N/Nc2ccccc2[N+](=O)[O-])C1 (configuration not stated) | -0.8% | ? | -3.8% | 14.4 | 8.5 | -1.0% |
